# Screens as filed in PubChem.
# human PMI inhibitors: human PMI inhibitors, high substrate, primary screen, biochemical, fluorescence intensity, high mannose 6-phosphate (AID 1220). recombinant PMI enzyme, coupled fluorescence intensity; higher % means a stronger effect. inhibition, % at 20 µM; hits with a dose series show IC50 in µM. actives 0.66% (n = 190,000)
# XIAP antagonists: small molecules displacing peptide from XIAP – biochemical, IAP family, fluorescence polarization (AID 1018). XIAP BIR domain, fluorescence polarization peptide displacement; higher % means a stronger effect. displacement, % at 20 µM, or IC50 in µM where a hit was titrated. actives 0.007% (n = 200,000); in the data active means displacement above about 50%; further: a part of the inactive calls stands beside numbers as strong as those of hits
# LYP inhibition: inhibitors of LYP phosphatase, biochemical, fluorescence intensity, uHTS (AID 1779) | recombinant LYP phosphatase, fluorescence intensity; higher % means a stronger effect | inhibition, % at 11.5 µM; hits with a dose series show IC50 in µM | actives 0.054% (n = 290,000);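 further: plate controls were vehicle with enzyme for no effect and no enzyme for full effect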
# KOR beta-arrestin-1: KOR agonists, beta-arrestin recruitment, primary screen, cell-based, luminescence, uHTS (AID 1777); KOR beta-arrestin recruitment, luminescence; higher % means a stronger effect; activation, % at 10 µM, or EC50 in µM where a hit was titrated; actives 0.02% (n = 280,000); in the data active means activation above about 50%, passing the limit was not always enough; further: a part of the inactive calls stands beside numbers as strong as those of hits
# PMI inhibitors: inhibitors of human PMI, primary screen, biochemical, fluorescence intensity, coupled assay (AID 1209). purified PMI enzyme, coupled fluorescence intensity; higher % means a stronger effect. inhibition, % at 20 µM; hits with a dose series show IC50 in µM. actives 0.42% (n = 190,000);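 further: plate controls were DMSO vehicle for no effect and wells lacking substrate for full effect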
# NOD1 NF-kB reporter: inhibition of NOD1-driven NF-kB reporter – cell-based, luminescence, uHTS, primary screen (AID 1578); NOD1-driven NF-kB luciferase reporter cells, luminescence; higher % means a stronger effect; one-dose inhibition, % at 4 µM; EC50 in µM for titrated hits; actives 1% (n = 290,000); in the data active means inhibition mostly above about 36%, no sharp cut-off; inactive means mostly below about 34%;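 further: HEK-293T reporter cells stimulated with the NOD1 agonist gamma-tri-DAP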
# HEK293 NOD2/NF-kB: inhibition of NOD2-driven NF-kB reporter – cell-based, luminescence, uHTS, HEK293 (AID 1566). HEK293 NOD2/NF-kB luciferase reporter, luminescence; higher % means a stronger effect. inhibition, % at 4 µM, or EC50 in µM where a hit was titrated. actives 0.63% (n = 290,000); further: many of its hits are not listed in these tables
# KOR beta-arrestin-2: KOR antagonists, beta-arrestin recruitment, cell-based, luminescence, uHTS (AID 1778); one-dose inhibition, % at 10 µM; IC50 in µM for titrated hits; actives 0.091% (n = 290,000); KOR beta-arrestin recruitment, luminescence, antagonist mode; higher % means a stronger effect; further: strong numbers were not always called active
# TNAP activators: human TNAP enzyme activators, primary screen, biochemical, luminescent, no phosphate acceptor, uHTS (AID 1001); purified TNAP, luminescent activation assay, no phosphate acceptor; higher activation fold means a stronger effect; one-dose activation fold at 20 µM; EC50 in µM for titrated hits; actives 0.03% (n = 200,000); in the data active means activation fold from about 3, or a potency from the dose series; inactive means the rest, 99 in 100 with activation fold below about 1.6; further: many of its hits are not listed in these tables
# Active calls of the source: *; / = not tested or not shown; [ ] = another dose, or the depositor's remark. Unless noted, no stated cut-off is given here; in the data, active means inhibition above about 50%; inactive means the rest. An excerpt, so the mix of outcomes need not match the whole.
SMILES,human PMI inhibitors,XIAP antagonists,LYP inhibition,KOR beta-arrestin-1,PMI inhibitors,NOD1 NF-kB reporter,HEK293 NOD2/NF-kB,KOR beta-arrestin-2,TNAP activators
COc1ccc(N2CCN(C(=O)CCS(=O)(=O)c3ccc4c(c3)CCN4C(=O)C3CC3)CC2)cc1,/,/,-8%,6.6%,/,17%,35%,-30%,/
O=C(NC1CCCCCC1)c1c(F)c(F)c(F)c(F)c1F,-5%,-3.7%,-1%,2.8%,-13%,22%,7%,20%,1
COc1ccc(-c2nc(CCl)cs2)cc1OC,-56%,-1.9%,-10%,-0.2%,-59%,-14%,-4%,-23%,1.1
Nn1cnc2c(c1=O)C1(CCCCC1)Cc1ccccc1-2,5%,-7.6%,-3%,1.2%,3%,-16%,4%,13%,1.2
Cc1cccc(C)c1NC(=O)C(NC(=O)c1ccccn1)c1ccc([N+](=O)[O-])cc1 (configuration not stated),8%,1.3%,-3%,-1.1%,13%,-5%,11%,-6%,1.2
C/C(=N\O)c1cc(Cl)cc(Cl)c1O,/,/,-10%,-2.8%,/,14%,0%,-12%,/
Cc1ccccc1NC1=NC(C)(C)N=C(N)N1,-2%,-2.7%,-4%,-0.8%,-1%,26%,2%,-36%,1.1
O=C1CCCC2=C1C(c1ccc(O)c(O)c1)Nc1ccc3ncccc3c12 (configuration not stated),45%,-4.1%,-4%,2.1%,50%,-53%,-30%,-18%,0.6
COC(=O)c1cnn(-c2ccc(F)cc2F)c1/C=N/NC(N)=S,/,/,1%,-1.0%,/,3%,20%,19%,/
NS(=O)(=O)c1ccc(NC(=O)CCC(=O)N2CCOCC2)cc1,/,/,-12%,3.6%,/,2%,10%,-27%,/
O=C(CCl)Nc1ccccc1C(=O)NCc1ccccc1,-8%,-5.4%,-1%,9.1%,-11%,/,/,-11%,1
O=C(NCCN1CCCC(O)C1)c1cc(COc2c(F)cccc2F)on1 (configuration not stated),/,/,-12%,-3.6%,/,-27%,-14%,-14%,/
O=C(c1ccccc1)c1cccn1CC(=O)N1CCN(C2CCCCC2)CC1,1%,-1.4%,1%,-0.4%,2%,16%,14%,10%,1
CCCC(=O)Nc1nc2ccc(NC(=O)c3ccc(Br)o3)cc2s1,7%,4.8%,5%,1.4%,13%,-37%,-6%,13%,1.1
CCN1C(=O)/C(=C\N(C)C)c2ccccc21,0%,-2.0%,4%,-0.8%,2%,-24%,0%,22%,1.1
CC(C)(C)c1ccc(OCCn2ccccc2=O)cc1,0%,-5.3%,-2%,-1.9%,-3%,-62%,-95%,-14%,1.1
CCc1ccc(C(=O)Cc2cc3cccc(OC)c3oc2=O)cc1,/,/,-4%,-3.6%,/,-1%,-2%,-7%,/
Cn1nc(C(C)(C)C)cc1C(=O)NNC(=O)c1cccc(Cl)c1,/,/,5%,2.0%,/,7%,25%,3%,/
COc1ccc(Cc2c(O)nc(SC)n(C(C)=O)c2=O)cc1,-5%,-1.2%,-9%,2.3%,6%,-10%,-2%,16%,1.1
O=C(C1=C(O)C(=O)N(CCOCCO)C1c1cccs1)c1cccs1 (configuration not stated),-9%,-4.2%,-6%,-1.5%,-11%,12%,7%,4%,1
CCc1nc(SCC(=O)N2CCN(c3ccccc3)CC2)c2c(=O)n(C)c(=O)n(C)c2n1,-7%,-6.7%,-6%,-1.7%,0%,-13%,-11%,-13%,1.1
CC(=O)OC1CC(C)(C)N(OC(=O)CCCN2C(=O)c3ccccc3C2=O)C(C)(C)C1,3%,-1.2%,-1%,-1.8%,10%,-12%,5%,-2%,1.1
COc1cc(S(=O)(=O)n2c(C)nc3ccccc32)ccc1F,-4%,-5.1%,-7%,4.9%,0%,-17%,-11%,-6%,1.1
O=C(CN1CCCCCC1)NCCc1ccc(F)cc1,16%,-2.0%,-7%,-0.7%,11%,-5%,2%,20%,1
O=C(c1ccc(Cl)c(NC2=NC3CS(=O)(=O)CC3S2)c1)N1CCN(c2ccccc2)CC1 (configuration not stated),/,/,-8%,-3.3%,/,-26%,-4%,-21%,/
O=C(CN(Cc1ccco1)C(=O)CNS(=O)(=O)c1ccc(Cl)cc1)NCc1ccco1,/,/,-8%,-6.0%,/,-46%,9%,21%,/
COc1ccc(Nc2nc(-c3cccc([N+](=O)[O-])c3)nc3ccccc23)cc1,-1%,0.5%,0%,0.9%,3%,10%,21%,-53%,1
O=C(Cn1nnc2ccccc21)NNC(=S)NC1CCCCC1,8%,-6.3%,-6%,2.2%,10%,-10%,19%,-8%,2.3
CN(C)c1ccc(-c2ccc([C@H]3[C@@H]4C=CCC[C@@]4(C)C(=O)N3Cc3ccccc3)c(F)c2)cc1,/,/,-4%,6.5%,/,21%,-15%,48%,/
CC1Cc2cc(/C(O)=C3/C(=O)C(=O)N(CCCn4ccnc4)C3c3ccncc3)ccc2O1 (configuration not stated),-10%,-5.0%,4%,4.8%,-15%,43%,11%,-23%,0.9
O=C(Nc1nnc(SCc2c(Cl)cccc2Cl)s1)C1CCCO1 (configuration not stated),7%,-2.0%,-1%,4.2%,6%,9%,-10%,6%,1.1
COc1ccc(NC(=O)CN2C(=O)NC(C)(c3ccc(C)cc3)C2=O)c([N+](=O)[O-])c1 (configuration not stated),/,/,-15%,5.7%,/,-4%,8%,-75%,/
COc1ccc(-c2ccnc(SCC(=O)c3ccc(Br)cc3)n2)cc1,-7%,-2.3%,-1%,17%,7%,58%,26%,-26%,1.1
COCC(=O)Nc1cc(C(=O)OC)cc(C(=O)OC)c1,-10%,-6.3%,2%,1.2%,-7%,-36%,-2%,-12%,1
COC(=O)Cc1ccc(NC(=S)N2CCCCC2C)cc1 (configuration not stated),6%,-3.0%,-7%,-3.4%,7%,-38%,-30%,5%[20 µM],1.1
Fc1ccc(N2CCN(C(c3cccs3)c3nnnn3C3CCCC3)CC2)cc1 (configuration not stated),7%,-2.4%,-9%,5.2%,6%,0%,-7%,30%,1.1
Cc1cc(OCC(=O)Nc2ccncc2)ccc1Br,3%,-5.6%,-2%,-2.0%,-6%,50%,38%,-49%,1.1
O=C(O)CCC(NC(=O)OCc1ccccc1)C(=O)O (configuration not stated),4%,-7.4%,-6%,0.4%,0%,-7%,9%,-2%,1.1
CC1(C)CC2CC(C)(CN2C(=O)c2ccccc2)C1 (configuration not stated),-5%,-5.0%,-7%,/,2%,-47%,-6%,-16%[20 µM],1.1
Cc1ccn2cc(C(=O)N3CCCC(Nc4ccc(F)cc4)C3)nc2c1 (configuration not stated),/,/,-7%,6.5%,/,-34%,-9%,12%,/

# Among those listed so far, 8 contain fluorine:
SMILES,human PMI inhibitors,XIAP antagonists,LYP inhibition,KOR beta-arrestin-1,PMI inhibitors,NOD1 NF-kB reporter,HEK293 NOD2/NF-kB,KOR beta-arrestin-2,TNAP activators
O=C(NC1CCCCCC1)c1c(F)c(F)c(F)c(F)c1F,-5%,-3.7%,-1%,2.8%,-13%,22%,7%,20%,1
COC(=O)c1cnn(-c2ccc(F)cc2F)c1/C=N/NC(N)=S,/,/,1%,-1.0%,/,3%,20%,19%,/
O=C(NCCN1CCCC(O)C1)c1cc(COc2c(F)cccc2F)on1 (configuration not stated),/,/,-12%,-3.6%,/,-27%,-14%,-14%,/
COc1cc(S(=O)(=O)n2c(C)nc3ccccc32)ccc1F,-4%,-5.1%,-7%,4.9%,0%,-17%,-11%,-6%,1.1
O=C(CN1CCCCCC1)NCCc1ccc(F)cc1,16%,-2.0%,-7%,-0.7%,11%,-5%,2%,20%,1
CN(C)c1ccc(-c2ccc([C@H]3[C@@H]4C=CCC[C@@]4(C)C(=O)N3Cc3ccccc3)c(F)c2)cc1,/,/,-4%,6.5%,/,21%,-15%,48%,/
Fc1ccc(N2CCN(C(c3cccs3)c3nnnn3C3CCCC3)CC2)cc1 (configuration not stated),7%,-2.4%,-9%,5.2%,6%,0%,-7%,30%,1.1
Cc1ccn2cc(C(=O)N3CCCC(Nc4ccc(F)cc4)C3)nc2c1 (configuration not stated),/,/,-7%,6.5%,/,-34%,-9%,12%,/

# Remaining list, next part:
SMILES,human PMI inhibitors,XIAP antagonists,LYP inhibition,KOR beta-arrestin-1,PMI inhibitors,NOD1 NF-kB reporter,HEK293 NOD2/NF-kB,KOR beta-arrestin-2,TNAP activators
COc1ccc(CCNC(=O)CSc2nc(C)cs2)cc1,-6%,-1.3%,-6%,-2.6%,-1%,-16%,6%,-8%,1.2
O=C(Nc1cccc(S(=O)(=O)N2CCCC2)c1)c1cc(-c2ccccn2)nc2ccccc12,18%,-5.2%,-2%,-4.5%,23%,-11%,29%,-10%,1.1
Cc1noc(C)c1S(=O)(=O)N1CCC(C(=O)N2CCN(c3ccc(Cl)cc3)CC2)CC1,8%,-1.9%,-9%,0.2%,11%,8%,11%,-16%,1.1
O=C(Nc1ccc(NS(=O)(=O)c2ccc([N+](=O)[O-])cc2)cc1)c1ccco1,/,/,-7%,2.3%,/,-16%,4%,-15%,/
CC1CCCN(C(=O)c2ccc3c(=O)n(C4CCCC4)c(=S)[nH]c3c2)C1 (configuration not stated),-4%,-8.7%,4%,2.1%,0%,42%,34%,-29%,1
CC(C)CC(=O)N1CCN(c2ccc(NC(=O)c3ccco3)cc2)CC1,/,/,-6%,0.1%,/,-29%,14%,15%,/
O=C(Nc1ccc(F)cc1)N1CCN(c2nc3ccccc3s2)CC1,-3%,-7.3%,-11%,2.5%,0%,/,8%,-48%,1.1
COc1cccc(CN2CCNC(=O)C2CC(=O)NCc2cn3cccc(C)c3n2)c1OC (configuration not stated),16%,-4.2%,-3%,-3.6%,9%,-32%,14%,-2%,1.1
O=C(NC12CC3CC(CC(C3)C1)C2)N1CCN(c2ccccc2)CC1,/,/,-8%,-4.0%,/,-18%,10%,-7%,/
COc1ccc(OCc2ccc(-c3nc4ccccc4c(=O)n3N)o2)cc1,17%,-0.9%,-6%,-3.2%,17%,-43%,-55%,-5%,1.1
COc1ccc(-c2cc(C(F)(F)F)nc(SCCC(=O)N3CCOCC3)n2)cc1,2%,-5.2%,-2%,-0.6%,4%,-21%,4%,36%,1
COc1ccc(C(=O)N(NC(=O)Oc2ccccc2)C(C)(C)C)cc1,15%,18%,-6%,4.2%,12%,2%,20%,20%,1.1
COc1ccccc1C1=NOC(COC(=O)c2ccc([N+](=O)[O-])cc2)C1 (configuration not stated),/,/,-4%,1.8%,/,-7%,7%,7%,/
O=C(c1c[nH]c(C(=O)C(Cl)(Cl)Cl)c1)c1ccccc1Cl,0%,1.6%,-3%,5.4%,8%,3%,10%,-3%,1.1
CC(C)OC(=O)CSc1nnc(-c2cnccn2)n1-c1ccc(Cl)cc1,-13%,-6.7%,-5%,-9.0%,-10%,3%,6%,-23%,1.1
CCc1ccc(OCc2cnc(Cl)s2)cc1,-3%,7.0%,1%,0.2%,-3%,-31%,-16%,20%,1
CC/C=C/C(=O)N1CC2(CC(c3cccc(NC(=O)c4ccccc4)c3)=NO2)C[C@@H]1C(N)=O (some centres not stated),-6%,0.6%,-5%,-0.5%,-10%,20%,12%,6%,1.1
CC(C)NC(=O)CSCc1c(Cl)cccc1Cl,-7%,-5.0%,-15%,-5.0%,0%,-4%,-24%,-43%,1.1
CS(=O)(=O)N(Cc1ccccc1)c1ccccn1,-1%,-3.6%,-11%,-1.0%,-3%,22%,14%,-11%,1.1
Nc1ccccc1C(=O)N1CCCC1,8%,-3.8%,-9%,-2.9%,7%,0%,3%,-23%,1.1
